From PubChem BioAssay
PI5P4Ka inh – qHTS for Inhibitors of phosphatidylinositol 5-phosphate 4-kinase (PI5P4K). Phosphatidylinositol 5-phosphate 4-kinase type-2 alpha (Homo sapiens), P48426. PI5P4Kalpha enzyme, ADP-Glo luminescence, 60 min; hits give low values. max response, %. 330,000 tested, 1.2% active; active = max response of -50% or lower; inconclusive = between -30% and -50%; inactive = -30% or higher; also: value at the top dose of about 77 µM; % is scaled to controls: 0 for no effect and ±100 for the full control effect
Target sequence (P48426 whole entry, looked up): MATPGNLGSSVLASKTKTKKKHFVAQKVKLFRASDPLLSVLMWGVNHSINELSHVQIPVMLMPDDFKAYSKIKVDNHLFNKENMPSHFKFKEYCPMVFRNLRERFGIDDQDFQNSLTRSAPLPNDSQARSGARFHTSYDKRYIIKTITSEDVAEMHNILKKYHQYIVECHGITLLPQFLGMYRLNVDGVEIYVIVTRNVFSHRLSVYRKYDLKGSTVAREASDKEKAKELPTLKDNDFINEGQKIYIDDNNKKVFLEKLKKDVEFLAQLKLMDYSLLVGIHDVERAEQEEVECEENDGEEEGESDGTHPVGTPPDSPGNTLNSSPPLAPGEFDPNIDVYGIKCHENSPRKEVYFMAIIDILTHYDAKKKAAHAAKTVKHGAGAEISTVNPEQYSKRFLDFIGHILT
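Enzyme plus substrate dispensed, test compounds pinned in, then ATP (5 microM final) added. After 60 min at RT, ADP-Glo reagent 1 for 45 min and reagent 2 for 30 min preceded luminescence imaging.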
IL-2 act – qHTS of IL-2 Activators; IL-2 activation reporter assay, cell-based qHTS; stimulated with anti-CD3/CD4/CD28 beads; in transgenic mouse T cells; activation, % (series mostly up to about 46 µM); 360,000 tested, 0.065% active; AID 652025, 2013; in the data active = activation above about 50%; inconclusive = mostly about 30% to 49%; also: 0% is about no effect
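Unstimulated transgenic mouse T cells preincubated 60 min with compound, then stimulated with anti-CD3/anti-CD4-coated beads plus anti-CD28 for 18 h at 37 degrees C. IL-2 response read as EGFP and DsRed fluorescence by plate cytometry.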
Abeta rescue – qHTS for compounds that reverse cellular toxicity of Amyloid beta (A-beta) peptide in yeast: Primary Screen. Potency, µM (highest dose often 46.1 µM), for the others: at the highest dose growth rescue, hits mostly activators. AID 1347071, 2019. yeast expressing A-beta42, growth rescue, OD600, 48 h; response scale: 0% DMSO, 100% iron-clioquinol control. 410,000 tested, 0.063% active; also: potency is read from the fitted curve at half-maximal effect; nearly all actives have a fitted effect of over 55% in size
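Yeast A-beta toxicity model in growth medium with pinned compounds, 48 h at 30 C; growth read as absorbance at 600 nm. Normalized to FeCl3/clioquinol equimolar mix (positive) and DMSO (negative).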
EPAC1 ag – qHTS for Agonist of cAMP-regulated guanine nucleotide exchange factor 3 (EPAC1): primary screen; EPAC1 agonist qHTS, biochemical assay; response scale: 100% = response to 6.5 mM cAMP; 360,000 tested, 0.073% active; Potency, µM (highest dose often 154 µM), for the others: top-dose activation, usual class: activators; also: potency is read from the fitted curve at half-maximal effect; nearly all actives have a fitted effect of over 60% in size
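Compounds were pinned as a concentration titration into mixtures of EPAC1 (100 nM), BODIPY-GDP-loaded Rap1B (250 nM) and GDP (50 uM). After 5 min at room temperature, fluorescence was followed for 30 min; activity was scaled to 6.5 mM cAMP.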
EPAC1 antag – qHTS for Antagonist of cAMP-regulated guanine nucleotide exchange factor 3 (EPAC1): primary screen; 360,000 tested, 0.14% active; Rap guanine nucleotide exchange factor 3 (Homo sapiens), O95398; EPAC1 GEF assay, Rap1b-BODIPY-GDP exchange fluorescence; Potency, µM (highest dose often 115 µM), without a hit: at the top dose activity change, negative = inhibition, most hits filed as inhibitors;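 also: potency is read from the fitted curve at half-maximal effect; plate controls were vehicle for no effect and positive control for full effect; nearly all actives have a fitted effect of over 50% in size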
WRN inhibitor – qHTS for Inhibitors of WRN Helicase | Potency, µM (doses to about 114 µM), for inactives: top-dose activity change, negative = inhibition, most hits filed as inhibitors | 360,000 tested, 0.46% active | WRN helicase unwinding, fluorescent forked duplex, kinetic; also: potency is read from the fitted curve at half-maximal effect; % is scaled to controls: 0 for no effect and ±100 for the full control effect; nearly all actives have a fitted effect of over 55% in size
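Kinetic fluorescence helicase assay: unwinding of a quenched forked DNA duplex (100 nM final) with 2 mM ATP final raises red fluorescence (525/598 nm). Compounds sat 15 min at room temperature with 20 nM WRN beforehand.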
FUS yeast rescue – qHTS for Suppressors of FUS Proteinopathy: Primary screen using FUS-linked yeast assay | S. cerevisiae FUS-expressing, growth rescue, OD600, 24 h | Potency, µM (doses to about 76.6 µM), without a hit: at the top dose growth rescue (activation), usual class: activators | 390,000 tested, 0.24% active;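 also: potency is read from the fitted curve at half-maximal effect; plate controls were DMSO vehicle for no effect and reference control for full effect; nearly all actives have a fitted effect of over 55% in size; some results filed as inactive show a strong effect at the top dose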
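Yeast FUS proteinopathy model; galactose-induced FUS (2%), starting OD 0.005. Cpds in dilution series, 24hr, 30C, 99% humidity. Abs 600 nm growth. Pos ctrl CP55940 (top 92uM final); neg ctrl DMSO.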
PLK1 PBD inh – qHTS for Inhibitors of PLK1-PDB (polo-like kinase 1 - polo-box domain): Primary Screen. Potency, µM, for the others: max response, negative = inhibition, usual class: inhibitors. Plk1 PBD binding of FITC phosphopeptide, fluorescence polarization. 360,000 tested, 2.8% active. Serine/threonine-protein kinase PLK1 (Homo sapiens), P53350; also: potency is read from the fitted curve at half-maximal effect; series mostly up to about 57 µM; % is scaled to controls: 0 for no effect and ±100 for the full control effect; nearly all actives have a fitted effect of over 65% in size
Target sequence (P53350 whole entry, looked up, the tested form may be a part): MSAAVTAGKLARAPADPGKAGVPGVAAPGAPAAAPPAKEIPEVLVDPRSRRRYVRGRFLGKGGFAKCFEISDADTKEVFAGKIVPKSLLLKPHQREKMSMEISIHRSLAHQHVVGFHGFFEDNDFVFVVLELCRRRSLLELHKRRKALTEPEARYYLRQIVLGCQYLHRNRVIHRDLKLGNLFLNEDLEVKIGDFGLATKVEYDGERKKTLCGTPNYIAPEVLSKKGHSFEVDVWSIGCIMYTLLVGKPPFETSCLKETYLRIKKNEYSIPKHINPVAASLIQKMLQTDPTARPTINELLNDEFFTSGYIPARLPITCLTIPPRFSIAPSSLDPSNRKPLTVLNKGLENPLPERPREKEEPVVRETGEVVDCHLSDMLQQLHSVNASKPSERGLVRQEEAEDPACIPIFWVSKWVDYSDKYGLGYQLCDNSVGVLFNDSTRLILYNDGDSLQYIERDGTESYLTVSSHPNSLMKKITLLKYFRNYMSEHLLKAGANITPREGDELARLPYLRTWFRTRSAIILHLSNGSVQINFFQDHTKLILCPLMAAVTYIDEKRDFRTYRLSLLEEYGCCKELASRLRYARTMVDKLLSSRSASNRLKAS
aSyn rescue – qHTS of alpha-syn Inhibitors | Yeast expressing alpha-synuclein, growth rescue, BacTiter-Glo, 24 h | Potency, µM (series often up to 46.1 µM), for inactives: at the top dose growth rescue (activation), hits mostly activators | 370,000 tested, 0.14% active | AID 652106, 2013; also: potency is read from the fitted curve at half-maximal effect; % of control where 0% means no effect; nearly all actives have a fitted effect of over 65% in size
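Readout is rescue of growth in alpha-synuclein-expressing yeast, so inhibitors of toxicity appear as activators. Growth after 24 hr at 30 deg C in galactose medium is quantified by luminescence.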
* hit, by the source's call; & = joins results of further samples; [ ] = another dose, or the depositor's remark. Unless noted, calls follow the shape of the dose curve; as a rule, active = well fitted curve in the direction sought with a large enough effect; inconclusive = small, poorly fitted or top-dose-only effect, or another doubt; inactive = no such curve, though single readings can be large; an effect the other way counts as inactive or inconclusive.

`O=C(N/N=C/c1ccc(-c2ccc([N+](=O)[O-])cc2)o1)C(O)c1ccccc1` (stereo not drawn) gave PI5P4Ka inh -11, IL-2 act -3.1, Abeta rescue -15%, EPAC1 ag 4%, EPAC1 antag -14%, WRN inhibitor -3%, FUS yeast rescue 50%, PLK1 PBD inh -8% and aSyn rescue -6%.
`CCOC(=O)N(C)c1c(CC)nc2c(OCC(=O)C(C)(C)C)cccn12` gave PI5P4Ka inh -4, IL-2 act -0.5, Abeta rescue 21%, EPAC1 ag -4%, EPAC1 antag 7%, WRN inhibitor -4%, FUS yeast rescue -15%, PLK1 PBD inh -5% and aSyn rescue -7%.
For Cc1ccc(CC(=O)Nc2ccccc2-c2ccccc2)cc1C the results were PI5P4Ka inh 0, IL-2 act -4.2, Abeta rescue 2%, EPAC1 ag 6%, EPAC1 antag -4%, WRN inhibitor -32%, PLK1 PBD inh -9% and aSyn rescue 11%.
O=C(NC(=S)NC1CCCc2ccccc21)c1ccco1 (stereo not drawn) was read as PI5P4Ka inh 33, IL-2 act 2.1, Abeta rescue 11µM*, EPAC1 ag 17%, EPAC1 antag -24%, WRN inhibitor -5%, FUS yeast rescue 8%, PLK1 PBD inh 0% and aSyn rescue -11%.
COc1ccc(C(=O)Nc2nc3ccccc3[nH]2)cc1 was read as PI5P4Ka inh -21, IL-2 act -0.1, Abeta rescue -32%[inhibitor], EPAC1 ag -1%, EPAC1 antag 9%, WRN inhibitor 13%, FUS yeast rescue inconclusive, PLK1 PBD inh -8% and aSyn rescue -17%.
O=S(=O)(Cc1nnnn1-c1ccccc1)c1ccc(Cl)cc1 was read as PI5P4Ka inh -8, IL-2 act -0.3, Abeta rescue 4%, EPAC1 ag -5%, EPAC1 antag -11%, WRN inhibitor -2%, FUS yeast rescue 5%, PLK1 PBD inh 2% and aSyn rescue 6%.
Screening O=C(Nc1nnc([C@@H]2O[C@H](CO)[C@@H](O)[C@H]2O)s1)Nc1ccccc1C(F)(F)F returned PI5P4Ka inh -8, IL-2 act 0.5, Abeta rescue 19%, EPAC1 ag 7%, EPAC1 antag 0%, WRN inhibitor -2%, FUS yeast rescue -16%, PLK1 PBD inh -5% and aSyn rescue 2%.
c1ccc(C2=Nn3c(nnc3-c3cc(-c4ccccc4)n[nH]3)SC2)cc1 was read as PI5P4Ka inh -24, IL-2 act -0.4, Abeta rescue 10%, EPAC1 ag 15%, EPAC1 antag 1%, WRN inhibitor -11%, FUS yeast rescue -21%, PLK1 PBD inh -3% and aSyn rescue -6%.
Nc1c(C(=O)Nc2ccc(Cl)cc2)sc2nc(N3CCOCC3)c3c(c12)CCCC3 was read as PI5P4Ka inh -8, IL-2 act -0.7, Abeta rescue -8%, EPAC1 ag 3%, EPAC1 antag -1%, WRN inhibitor -3%, FUS yeast rescue 16%, PLK1 PBD inh inconclusive and aSyn rescue 2%.
`O=C(Nc1ccccc1-c1ccccc1)c1ccccc1` gave PI5P4Ka inh 2, IL-2 act 0.1, Abeta rescue -20%, EPAC1 ag 4%, EPAC1 antag -1%, WRN inhibitor -2%, FUS yeast rescue -13%, PLK1 PBD inh 2% and aSyn rescue 3%.
`O=C(COC(=O)c1ccc(Br)cc1)NCCC1=CCCCC1` gave PI5P4Ka inh -4, IL-2 act -2.2, Abeta rescue 4%, EPAC1 ag -7%, EPAC1 antag 10%, WRN inhibitor 10%, FUS yeast rescue 3%, PLK1 PBD inh -4% and aSyn rescue 9%.
Screening O=C1c2ccccc2C(c2nnnn2-c2ccc3c(c2)OCCO3)N1CCCN1CCOCC1 (stereo not drawn) returned PI5P4Ka inh 2, IL-2 act 0.5, Abeta rescue -13%, EPAC1 ag 5%, EPAC1 antag -10%, WRN inhibitor 7%, FUS yeast rescue -9%, PLK1 PBD inh -11% and aSyn rescue 2%.
`CN1CCN(CC(O)Cn2c3ccccc3c3ccccc32)CC1` (stereo not drawn) gave PI5P4Ka inh 2, IL-2 act -1.1, Abeta rescue -2%, EPAC1 ag 10%, EPAC1 antag -11%, WRN inhibitor 7%, FUS yeast rescue -28%, PLK1 PBD inh -11% and aSyn rescue 2%.
Screening Cc1ccc(-c2nn(-c3ccccc3)cc2/C=N/NC(=O)c2ccncc2)o1 returned PI5P4Ka inh -9, IL-2 act -0.1, Abeta rescue -5%, EPAC1 ag 3%, EPAC1 antag -8%, WRN inhibitor -16%, FUS yeast rescue 23%, PLK1 PBD inh -13% and aSyn rescue 8%.
Screening COc1cccc(NC(=O)COc2cccnc2[N+](=O)[O-])c1 returned PI5P4Ka inh 6, IL-2 act -0.3, Abeta rescue 14%, EPAC1 ag -1%, EPAC1 antag -16%, WRN inhibitor 5%, FUS yeast rescue 4%, PLK1 PBD inh -15% and aSyn rescue -10%.

Random excerpt: 2 compounds from above
`CCOC(=O)N(C)c1c(CC)nc2c(OCC(=O)C(C)(C)C)cccn12` gave PI5P4Ka inh -4, IL-2 act -0.5, Abeta rescue 21%, EPAC1 ag -4%, EPAC1 antag 7%, WRN inhibitor -4%, FUS yeast rescue -15%, PLK1 PBD inh -5% and aSyn rescue -7%.
Screening COc1cccc(NC(=O)COc2cccnc2[N+](=O)[O-])c1 returned PI5P4Ka inh 6, IL-2 act -0.3, Abeta rescue 14%, EPAC1 ag -1%, EPAC1 antag -16%, WRN inhibitor 5%, FUS yeast rescue 4%, PLK1 PBD inh -15% and aSyn rescue -10%.

Following part:
For COc1ccc(NS(=O)(=O)CC23CCC(CC2=O)C3(C)C)cc1 (stereo not drawn) the results were IL-2 act -1.1, Abeta rescue 3%, EPAC1 ag -4%, EPAC1 antag 6%, WRN inhibitor -6%, FUS yeast rescue 2%, PLK1 PBD inh -1% and aSyn rescue 7%.
Screening CCNS(=O)(=O)c1ccc(CCC(=O)Nc2cc(Cl)ccc2Oc2ccccc2)cc1 returned IL-2 act -0.6, Abeta rescue 4%, EPAC1 ag 15%, EPAC1 antag 4%, WRN inhibitor -14%, FUS yeast rescue 40%, PLK1 PBD inh -1% and aSyn rescue 18%.
COc1ccc(CC2C(=O)OC(C)(C)OC2=O)c(Cl)c1OC was read as PI5P4Ka inh 3, IL-2 act 0.8, Abeta rescue 4%, EPAC1 ag 6%, EPAC1 antag 7%, WRN inhibitor 0%, FUS yeast rescue -7%, PLK1 PBD inh -6% and aSyn rescue 8%.
Cc1ccccc1Cn1nc(C)c(NC(=O)c2cc(CC(C)C)on2)c1C was read as PI5P4Ka inh 25, IL-2 act -1.3, Abeta rescue inconclusive, EPAC1 ag -8%, EPAC1 antag -2%, WRN inhibitor -8%, FUS yeast rescue 32%&9%, PLK1 PBD inh -8% and aSyn rescue -1%.
Screening Cc1ccc(S(=O)(=O)N2CC3(O)CN(C(=O)OC(C)C)N(C(=O)OC(C)C)CC3(OC(=O)NCc3ccccc3F)C2)cc1 (stereo not drawn) returned PI5P4Ka inh 3, IL-2 act -2.5, Abeta rescue -6%, EPAC1 ag -13%, EPAC1 antag -24%, WRN inhibitor 0%, FUS yeast rescue inconclusive, PLK1 PBD inh -8% and aSyn rescue 1%.
For COc1ccc2c(C)cc(SCC(=O)N3CCOCC3)nc2c1 the results were PI5P4Ka inh 1, IL-2 act 17, Abeta rescue 11%, EPAC1 ag 16%, EPAC1 antag 1%, WRN inhibitor -16%, FUS yeast rescue 21%, PLK1 PBD inh 6% and aSyn rescue 5%.
For Cc1nc(-c2ccc(C(=O)NCCO)cc2)cs1 the results were PI5P4Ka inh 3, IL-2 act -4.0, Abeta rescue -2%, EPAC1 ag 7%, EPAC1 antag -14%, WRN inhibitor 2%, FUS yeast rescue -1%, PLK1 PBD inh -16% and aSyn rescue -3%.
`O=C(/C=C/c1ccco1)NCC1(c2ccccc2)CCCC1` gave PI5P4Ka inh -1, IL-2 act -0.6, Abeta rescue 26%, EPAC1 ag -11%, EPAC1 antag 4%, WRN inhibitor -13%, FUS yeast rescue 9%, PLK1 PBD inh -4% and aSyn rescue 4%.
Screening COc1ccc(C(=O)CCC(C)(C)[N+](=O)[O-])cc1 returned PI5P4Ka inh 7, IL-2 act 0.8, Abeta rescue 14%, EPAC1 ag 0%, EPAC1 antag 2%, WRN inhibitor -1%, FUS yeast rescue 6%, PLK1 PBD inh -15% and aSyn rescue 7%.
COc1ccc(CNS(=O)(=O)c2ccc(-c3cc(C)no3)cc2)cc1 was read as PI5P4Ka inh 2, IL-2 act -4.1, Abeta rescue -14%, EPAC1 ag -2%, EPAC1 antag 14%, WRN inhibitor -10%, FUS yeast rescue 31%, PLK1 PBD inh -15% and aSyn rescue -4%.
Screening Cc1cc(C)c(NC(=O)NC2CCCCC2)c(C)c1 returned PI5P4Ka inh 12, IL-2 act -0.4, Abeta rescue 7%, EPAC1 ag -3%, EPAC1 antag -7%, WRN inhibitor -28%, PLK1 PBD inh -2% and aSyn rescue -2%.
For NC(=O)c1ccccc1N1CCCCC1 the results were PI5P4Ka inh 4, IL-2 act 1.2, Abeta rescue -16%, EPAC1 ag -2%, EPAC1 antag 7%, WRN inhibitor 7%, FUS yeast rescue -27%, PLK1 PBD inh -1% and aSyn rescue 3%.
Screening S=C1NCN(Cc2ccco2)CN1CCc1ccccc1 returned PI5P4Ka inh 0, IL-2 act 1.9, Abeta rescue 14µM*, EPAC1 ag -5%, EPAC1 antag 12%, WRN inhibitor 9%, FUS yeast rescue -27%, PLK1 PBD inh 7% and aSyn rescue 3%.
